Compound activity from PubChem.
CHRM5 PAM = human M5 muscarinic receptor positive allosteric modulators, primary screen, CHO-K1 cells, Fluo-8 calcium fluorescence | Muscarinic acetylcholine receptor M5 (Homo sapiens), P08912 | CHO-K1 hM5, ACh EC20 PAM; 0% = ACh EC20, 100% = ACh EC100 | activation, % at 3 µM | 0.3% of 360,000 active | AID 624038, 2012;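 active = activation above the run cutoff, the mean activation of all test compounds plus 3 SD, cut at about 18% in these data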
Target sequence (P08912 whole entry, looked up): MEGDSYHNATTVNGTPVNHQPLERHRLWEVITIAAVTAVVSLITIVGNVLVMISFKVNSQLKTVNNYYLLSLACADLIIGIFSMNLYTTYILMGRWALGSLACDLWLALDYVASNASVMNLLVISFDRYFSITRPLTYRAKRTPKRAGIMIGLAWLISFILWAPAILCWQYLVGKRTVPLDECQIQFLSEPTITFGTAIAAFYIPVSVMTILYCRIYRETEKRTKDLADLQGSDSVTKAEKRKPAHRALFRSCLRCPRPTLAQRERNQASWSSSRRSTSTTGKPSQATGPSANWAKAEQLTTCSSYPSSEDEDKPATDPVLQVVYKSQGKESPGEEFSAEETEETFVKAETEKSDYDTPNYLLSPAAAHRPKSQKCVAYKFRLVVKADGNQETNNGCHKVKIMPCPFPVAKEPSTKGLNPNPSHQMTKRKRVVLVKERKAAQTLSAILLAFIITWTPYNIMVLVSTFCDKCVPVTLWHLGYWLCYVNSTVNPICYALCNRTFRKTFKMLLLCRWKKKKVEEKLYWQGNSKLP
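Assay system: CHO-K1 hM5 cells / Incubation: Fluo-8 loading 80 min at 37 °C plus 30 min room temperature / Technique: Fluo-8 calcium dye fluorescence, kinetic read / Repeats: single replicate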
CHRM1 PAM = human M1 muscarinic receptor positive allosteric modulators, primary screen, CHO-K1 cells, Fluo-8 calcium fluorescence, 1536-well; Muscarinic acetylcholine receptor M1 (Homo sapiens), P11229; CHO-K1 hM1, ACh EC20; 0% = ACh EC20, 100% = maximal ACh; activation, % at 3 µM; 0.088% of 360,000 active; in the data active = activation above about 19%, passing the limit was not always enough
CHRM5 antagonist = human M5 muscarinic receptor antagonists, primary screen, CHO cells, Fluo-8 calcium fluorescence | inhibition, % at 3 µM | AID 624040, 2012 | 0.59% of 360,000 active | CHO-hM5 cells, ACh EC80;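 active = inhibition above a per-plate cutoff, the mean of that plate's test compounds plus 3 SD, cut at about 27% in these data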;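 also: 0% = acetylcholine EC80 with DMSO and 100% = DMSO without agonist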
CHRM4 agonist = human M4 muscarinic receptor agonists, primary screen, CHO-K1 cells, Fluo-8 calcium fluorescence; Muscarinic acetylcholine receptor M4 (Homo sapiens), P08173; CHO-K1 hM4/Gqi5; vehicle 0%, full acetylcholine response 100%; activation, % at 3 µM; 0.14% of 360,000 active; AID 624127, 2012;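 active = activation above the run mean over all test wells plus 3 SD, cut at about 32% in these data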;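 also: peak over basal fluorescence ratio per well then scaled between controls; 0% = DMSO wells and 100% = acetylcholine at EC100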
M1 ag = human M1 muscarinic receptor agonists, primary screen, Fluo-8 calcium fluorescence, CHO-K1 cells, HTS. activation, % at 3 µM. CHO-K1 hM1, agonist mode; 0% DMSO, 100% acetylcholine EC100. AID 588814, 2011. Muscarinic acetylcholine receptor M1 (Homo sapiens), P11229. 0.33% of 360,000 active;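 active = activation above the run's mean compound activation plus 3 SD, cut at about 16% in these data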;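 also: peak over basal fluorescence ratio within a 140 s kinetic read after compound addition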
CHRM5 agonist = human M5 muscarinic receptor agonists, primary screen, CHO-K1 cells, Fluo-8 calcium fluorescence. CHO-K1 hM5 cells; 0% DMSO wells, 100% maximal acetylcholine response. activation, % at 3 µM. 0.19% of 360,000 active;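 active = activation above the run's mean over test compounds plus 3 SD, cut at about 23% in these data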;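 also: signal is peak over basal fluorescence ratio across the kinetic read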
CHRM1 antagonist = human M1 muscarinic receptor antagonists, primary screen, CHO-K1 cells, Fluo-8 calcium fluorescence, 1536-well; Muscarinic acetylcholine receptor M1 (Homo sapiens), P11229; CHO-K1 hM1, ACh EC80 antagonist; inhibition, % at 3 µM; 1.3% of 360,000 active; AID 588852, 2011;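 active = percent inhibition above its own plate's cutoff, namely the mean of that plate's compound wells plus 3 SD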;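 also: peak over basal fluorescence ratio during 140 s after agonist addition; 0% = ACh EC80 plus DMSO and 100% = DMSO alone without agonist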
M4 antag = human M4 muscarinic receptor antagonists, primary screen, CHO cells, Fluo-8 calcium fluorescence | Muscarinic acetylcholine receptor M4 (Homo sapiens), P08173 | CHO-hM4 cells, ACh EC80 | inhibition, % at 3 µM | 0.73% of 360,000 active | AID 624125, 2012;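 active = inhibition above its plate's cutoff, the mean inhibition of sample wells plus 3 SD, cut at about 27% in these data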;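 also: 0% = acetylcholine EC80 with DMSO and 100% = DMSO without agonist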
TAAR1 ag = human TAAR1 agonists, primary screen, Fluo-8 calcium fluorescence, CHO RD-HGA16 cells; Trace amine-associated receptor 1 (Homo sapiens), Q96RJ0; vehicle wells 0%, saturating PEA agonist 100%; activation, % at 3 µM; 0.99% of 360,000 active; AID 624467, 2012;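 active = activation above the mean activation of all test compounds in the run plus 3 SD, cut at about 38% in these data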
Target sequence (Q96RJ0 whole entry, looked up): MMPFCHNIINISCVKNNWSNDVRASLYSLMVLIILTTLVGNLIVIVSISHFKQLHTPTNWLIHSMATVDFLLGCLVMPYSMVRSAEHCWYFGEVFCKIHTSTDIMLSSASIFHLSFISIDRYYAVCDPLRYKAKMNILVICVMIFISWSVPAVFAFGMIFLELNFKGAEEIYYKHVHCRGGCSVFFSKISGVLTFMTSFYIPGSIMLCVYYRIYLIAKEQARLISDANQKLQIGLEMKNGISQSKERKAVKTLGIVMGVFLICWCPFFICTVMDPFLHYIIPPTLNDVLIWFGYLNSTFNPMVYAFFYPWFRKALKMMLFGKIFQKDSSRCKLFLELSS
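Assay system: CHO-derived RD-HGA16 cells with stable Gα16 and human TAAR1; timing: 17-24 h seeding, 75 min 37 °C dye, 30 min RT; read-out: % activation from peak over basal fluorescence ratio, DMSO-to-PEA scaled; measured by: kinetic Fluo-8 calcium fluorescence; benchmarks: low control DMSO, high control PEA (EC100); doses: 3 µM single concentration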
* = called active by the depositor; & = joins results of further samples.

SMILES | CHRM5 PAM | CHRM1 PAM | CHRM5 antagonist | CHRM4 agonist | M1 ag | CHRM5 agonist | CHRM1 antagonist | M4 antag | TAAR1 ag
O=C(c1cccc(O)c1)N1CCN(C(=O)C2CC2)CC1 | -1 | 14 | 9 | 1 | -3 | 3 | -13 | 5 | 18
Cc1nn(C)c(N)c1-c1ccccc1 | 0 | 8 | 3 | 1 | -4 | 0 | -3 | -14 | 3
Cc1cnnc2c1-c1nonc1CC2 | 1 | 6 | 8 | 0 | -4 | 1 | -5 | -3 | 2
COc1ccc([C@H]2CC(=O)C=C(c3ccc(C(=O)O)cc3)C2)cc1OC | 10 | 4 | -6 | 1 | -2 | 8 | 7 | -4 | 9
CCN(CC)S(=O)(=O)c1cccc(C(=O)N[C@H](C(=O)O)C(C)C)c1 | 0 | 11 | -2 | 1 | -3 | 0 | -7 | -4 | -1
O=C(N1CCN(c2ccccc2)CC1)C(F)(F)C(F)F | -1 | -1 | 0 | 1 | -2 | 1 | 0 | 2 | 23
O=C(NNC(=O)c1ccccc1Cl)c1ccco1 | 3 | 13 | 3 | 0 | -2 | 2 | -13 | -2 | 2
CCN1CCN(c2c(C(=O)c3ccc(OC)cc3)cnc3ccccc23)CC1 | -6 | -1 | 6 | 2 | -6 | 0 | -2 | -3 | 0
CCCCNC(=O)C1CCCN1S(=O)(=O)c1cccc2nsnc12 (stereo unspecified) | 0 | 1 | 5 | 2 | -2 | -1 | -13 | 7 | 6
c1ccc2c(c1)CCCN2c1nc2ccccc2n2cnnc12 | -6 | 12 | 11 | 4 | 8 | 3 | -17 | -11 | 2
C#CCN(C[C@@H]1[C@@H](OC(=O)NC2CC2)[C@@H](OC(=O)NC2CC2)CN(C(=O)OC(C)C)N1C(=O)OC(C)C)S(=O)(=O)c1ccc(C)cc1 | -1 | 7 | 2 | 0 | -7 | -2 | -8 | -11 | -1
CC1CCC(NC(=O)C2CC(=O)N(c3ccc4c(c3)OCCO4)C2)CC1 (stereo unspecified) | -5 | 5 | -9 | 1 | -8 | 2 | -6 | 1 | 5
O=C(CC(CC(=O)c1ccccc1)c1ccccn1)c1ccccc1 | -1 | 15 | -2 | 7 | 2 | -4 | -11 | -4 | 3
O=C(NNc1nc2cc3c(cc2s1)OCCO3)c1ccccc1 | 3 | 5 | 2 | 5 | -1 | 3 | -1 | -8 | 0
Nc1nonc1-n1nnc(C(=O)N/N=C/c2cccs2)c1-c1ccc2c(c1)OCO2 | -2 | 9 | -21 | 69* | 43* | 57* | -7 | -11 | 141*
O=C(O)CC(NC(=O)C1c2ccccc2Oc2ccccc21)c1ccc(Cl)cc1 (stereo unspecified) | 5 | 11 | -2 | 1 | -9 | -4 | -5 | 1 | -1
COc1ccc(CNC(=O)c2ccc(SC)cc2OC)cc1 | -2 | 4 | -2 | 1 | -6 | -4 | -9 | 5 | -1
CCC(C)N1CCCC1C(=O)Nc1c(C)cc(C)cc1C (stereo unspecified) | -5 | -6 | -4 | 0 | -5 | -4 | 17 | 6 | 2
COc1ccc(CCN2CC(C(=O)OCC(=O)Nc3c(C)nn(-c4ccccc4)c3C)CC2=O)cc1OC (stereo unspecified) | -2 | 3 | 0 | 2 | 0 | 1 | -3 | 2 | 6
CC[C@@]1(C(=O)OC)N[C@H](CN(C)C(=O)Nc2ccc(C)cc2)[C@@H]2C(=O)N(Cc3ccccc3)C(=O)[C@@H]21 | -1 | 8 | -9 | 1 | -4 | -1 | -15 | -22 | 0
COc1ccc2c(CC(=O)OCC(=O)Nc3ccc(C)cc3)coc2c1 | 0 | 0 | -2 | 1 | -1 | 1 | 12 | 6 | 10
O=[N+]([O-])c1cccnc1Sc1n[nH]c(-c2ccc(Cl)cc2)n1 | 2 | 11 | 4 | 1 | -1 | 0 | -15 | 2 | 8
C=Cc1c(C)c2cc3[nH]c(cc4nc(cc5nc(cc1[nH]2)C(C)=C5CCC(=O)O)C(CCC(=O)O)=C4C)c(C)c3C=C | 0&-4 | 5&6 | -2&6 | 0&0 | 0&1 | 0&3 | -30&-13 | -6&3 | -1
COc1ccc(C(c2nnnn2C(C)(C)C)N2CCN(C(=O)c3ccco3)CC2)cc1 (stereo unspecified) | 3 | 15 | 3 | 0 | -2 | -3 | -16 | -19 | 1
O=C(NCc1nc2ccccc2[nH]1)C1=C[C@@H](C2CC2)C[C@@H](OCc2ccc(CO)cc2)O1 | -3 | 1 | 6 | 4 | -8 | 2 | 3 | 4 | 7
O=S(=O)(c1ccc(Cl)c(C(F)(F)F)c1)N1CCN(c2ccccn2)CC1 | -2 | 13 | 0 | 0 | -7 | -1 | -11 | 10 | 7
CC(=O)c1ccc(-n2c(CCC(=O)O)ccc2-c2cccs2)cc1 | 5 | 5 | -5 | 2 | -6 | 3 | -4 | 5 | 2
CC(C)Nc1ncnc2ccc(Br)cc12 | -15 | -11 | 19 | 10 | 0 | 5 | 7 | 8 | 4
COc1cc2c3nnc(-c4ccc(F)cc4)c-3cn(Cc3ccccc3)c2cc1OC | -4 | 6 | -2 | 0 | -11 | -3 | -2 | -35 | -1
COCCNC(=O)C1(C)CCCN(Cc2c(C)nn(-c3ccccc3)c2C)C1 (stereo unspecified) | -4 | 3 | 1 | 0 | -7 | 1 | -10 | -15 | 1
CC(C)CN1C(=O)NC2(CCCc3ccccc32)C1=O (stereo unspecified) | -5 | 0 | 2 | 1 | -5 | -4 | -17 | -1 | 0
COc1ccc(Cl)cc1NC(=O)[C@@H]1CCCN1C(=O)c1cccs1 | 4 | 3 | 4 | 0 | -4 | 0 | 3 | 1 | 0
Cn1c(CN2CCOCC2)nnc1SCC(=O)Nc1ccc2c(c1)OCCO2 | -3 | 5 | -4 | 0 | -6 | 0 | -5 | -6 | 6
Cc1ccc(CNC(=O)C2(C)CCN2C(=O)Cc2ccc(C(C)(C)C)cc2)cc1 (stereo unspecified) | 1 | 12 | -7 | 0 | -1 | 0 | -19 | -24 | 10
CCCCCN(C(=O)CN1CCC(Cc2ccccc2)CC1)c1c(N)n(CCCC)c(=O)[nH]c1=O | 0 | 1 | 2 | 0 | -4 | -2 | 6 | 3 | 0
CCOC(=O)CSc1nnc(Cc2ccccc2)n1-c1ccc(C)cc1 | -5 | 2 | 7 | -1 | -3 | -8 | 3 | 8 | 7
O=C(CSc1ccc2nnc(-c3cccc(F)c3)n2n1)NCc1ccco1 | -7 | -9 | 2 | 2 | -3 | 3 | 22 | 3 | 5
C[C@H](NC(=O)c1nc[nH]c1C(=O)N1CCN(C(=O)OC(C)(C)C)CC1)C(=O)OCc1ccccc1 | 0 | 4 | -1 | 2 | -2 | 1 | -5 | 13 | 2
Cc1ccc(CCCOC(=O)C[N+]2(C)CCCCC2)cc1 | -10 | 2 | 6 | 1 | -6 | -18 | 7 | -3 | 2
C/C(CC(=O)N1CCN(C=O)CC1)=N\NC(=O)c1ccc(Cl)cc1 | -6 | -4 | -6 | 0 | -2 | 2 | 3 | -1 | 4
CCCCCCNCCn1cnc2c(N)ncnc21 | -5 | 5 | 14 | 0 | -3 | -7 | -7 | 6 | 4
CCn1c(SCC(=O)NCc2ccc3c(c2)OCO3)nnc1-c1cccs1 | 5 | 7 | 2 | 0 | -6 | -3 | -10 | 4 | 7
O=C(CSc1nnc(-c2ccccc2O)o1)N1CCOCC1 | 2 | 4 | 3 | 2 | -3 | -2 | -1 | -21 | -1
CCC1(C)Cc2c(C#N)c(N)n(-c3ccccc3)c(=S)c2CO1 (stereo unspecified) | 8 | -9 | -7 | 1 | -9 | 0 | 14 | 8 | 0
COc1ccccc1CNC(=O)C(C)NS(=O)(=O)c1ccccc1 (stereo unspecified) | 4 | 6 | -4 | 1 | -3 | 0 | 0 | 9 | 10
Cc1cc(=O)oc2cc(OCC(=O)NCCCN3CCOCC3)ccc12 | 0 | -2 | 3 | 0 | -2 | -1 | -4 | -5 | 16
Cc1nn(C)cc1/C=C/C(=O)c1cccs1 | -4 | 0 | -3 | 0 | -3 | 0 | 8 | 10 | 2
CCOC(=O)[C@H]1[C@H]2COc3ccc(OC)cc3[C@@H]2N2C(=O)c3ccc(F)cc3NC(=O)[C@@]12C | -1 | 10 | 5 | 2 | -4 | -5 | 0 | 4 | 3

Not all compounds are listed; the hit share may differ from the screen's.
